# Compound activity (PubChem BioAssay)
# TAG inh: reduces triacylglycerol accumulation in H9c2 cells | inhibition, % at 12.5 µM | 230,000 tested, 0.66% active | Nile Red lipid (TAG) fluorescence; cells loaded with 200 µM oleic acid;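 active = pattern-corrected inhibition of lipid staining of at least 50% with the nuclear-stain viability signal not falling by more than 50%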;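 also: 0% = DMSO wells and 100% = triacsin C control wells; some results filed as inactive read as strong as hits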
# TAG inh DAPI viability: recorded beside TAG inh, whose call it bears; DAPI nuclei signal change (viability), lower = more cytotoxic, %;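 whole-well DAPI fluorescence read on a plate reader as a viability signal; minus 50 percent equals half of cells still viable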
# The depositor's hits bear a star.
No.	structure	TAG inh DAPI viability	TAG inh
1	N#Cc1ccc(CSc2nnc3[nH]c(=O)cc(N)n23)cc1	-3	-3
2	Cc1ccc(NC(=O)c2ccc(OC(=S)N3CCOCC3)cc2)cc1	-2	18
3	CCOc1ccc(C(=O)Nc2ccc(S(=O)(=O)NCC3CCCO3)cc2)cc1OCC (configuration not stated)	3	-6
4	Cc1cc(C)cc(C(=O)NCC(=O)OCC(=O)NC2CC2)c1	1	-6
5	Cc1ccc(C)c(N2CCN(C(=O)CCc3nc(-c4ccc(Br)cc4)no3)CC2)c1	12	-25
6	O=C1[C@@H]2[C@H](C(=O)N1CC(O)COCc1ccccc1)C1C=C[C@H]2C1 (some centres not stated)	-7	-11
7	Cc1[nH]nc2ncc(C(=O)c3cc(Cl)cc(Cl)c3O)cc12	-12	19
8	Cc1cc2c(Nc3ccccc3O)ncnc2s1	7	-5
9	CC(C)[C@@H](COc1ccccc1)N1CCN(Cc2ccccc2)CCC1=O	-4	-6
10	COc1ccc(-c2[nH]ncc2CNC(C)CCn2cccn2)cc1F (configuration not stated)	-2	8
11	Nc1nnc(CC(=O)N/N=C/c2ccc(-c3cccc(C(=O)O)c3)o2)s1	5	-3
12	CCN=C1SC(C(=O)NCCc2ccccc2)CC(=O)N1CC (configuration not stated)	9	-15
13	Cc1nc2ccc(NC(=O)[C@H](C)N3C(=O)C4CC=CCC4C3=O)cc2s1 (some centres not stated)	-2	-5
14	Cn1c(Oc2ccc(F)cc2)c(C=O)c2ccccc21	6	-15
15	CN(C)C(CNC(=O)c1ccccc1OCc1ccc(Cl)cc1)c1ccco1 (configuration not stated)	9	-13
16	CCCN1C2CCCC1CC(NC(=O)NC13CC4CC(CC(C4)C1)C3)C2 (configuration not stated)	-5	14
17	CC(=O)c1sc2c(c1OC(=O)c1ccc(Cl)cc1)c(=O)n(-c1ccccc1)c(=S)n2-c1ccccc1	-3	5
18	CCOc1ccccc1N(CC)C(=O)Cn1ncc2c(=O)oc3ccccc3c21	-13	6
19	c1ccc(NCCSc2nc3ccccc3s2)cc1	8	-11
20	Cc1cc2occ(CC(=O)NC3=NCCS3)c2cc1C(C)C	-1	18

# The final two records of the part above are carried over, then new ones follow:
No.	structure	TAG inh DAPI viability	TAG inh
19	c1ccc(NCCSc2nc3ccccc3s2)cc1	8	-11
20	Cc1cc2occ(CC(=O)NC3=NCCS3)c2cc1C(C)C	-1	18
21	CCC(C(=O)NC(C)(C)C)N(C(=O)Cn1nnc(-c2ccccc2F)n1)c1cccc2c1CCCC2 (configuration not stated)	9	34
22	CCOCCC(=O)Nc1ccc2c(c1)c(=O)n(C)n2-c1ccc2ccccc2c1	-27*	53*
23	CCOC(=O)NC(NCc1ccccc1Cl)(C(F)(F)F)C(F)(F)F	-3	16
24	COCCn1ccc2c(OCC(=O)NCCc3ccccc3)cccc2c1=O	-6	19
25	CCOC(=O)c1c(Nc2ccccc2OCCOC)n[nH]c1C	-4	-3
26	CC1(C)CC(=NOC(=O)c2ccccc2)CC(C)(C)N1O	-4	6
27	O=C(NCCCn1ccnc1)C(=O)NCC1OCCN1S(=O)(=O)c1ccc(F)cc1 (configuration not stated)	-11	6
28	O=C1CSC(=S)N1N=Cc1ccccc1O	9	4
29	COc1ccc(C2(CNS(=O)(=O)c3ccc(C)cc3)CCOCC2)cc1	-1	-4
30	C/C(=N\NC(=O)CCCNc1ccc(C)cc1)c1ccccn1	-11	6
31	O=[N+]([O-])c1ccc(OCCOCCOc2ccc([N+](=O)[O-])cc2)cc1	-5	-14
32	O=C(Nc1cccc(NC(=O)c2ccc(-c3ccc(Br)cc3)o2)c1)c1ccccc1	2	26
33	O=S(=O)(NCc1ccco1)c1cnc(Cl)c(Cl)c1	-4	-3
34	COCc1c(C(=O)N2CCN(CCOc3ccccc3)CC2)oc2ccccc12	2	-14
35	CCOc1ccccc1N(CC(=O)NC1CCCCC1)S(C)(=O)=O	-1	8
36	COc1ccccc1CNC(=O)COC(=O)C1CCN(S(=O)(=O)c2ccc(C)c(C)c2)CC1	1	10
37	O=C1CCc2ccccc2N1	-3	9
38	Cc1ccccc1-c1cc2nc(NCCN3CCNC3=O)n(C)c(=O)c2s1	-13	27
39	CC1(C)Cc2ccccc2C(N/N=C/c2ccc([N+](=O)[O-])cc2)=N1	2	9
40	COc1cccc(N2CC(C(=O)Nc3nnc(SCC(=O)Nc4cc(C)on4)s3)CC2=O)c1 (configuration not stated)	-10	11
41	CN(CC(=O)Nc1ccc(Cl)c(C(F)(F)F)c1)C(=O)C1CCC1	-3	-44
42	CC(=O)Nc1ccc(N2C(=O)C3C4CC(=O)C(c5ccccc54)C3C2=O)cc1 (configuration not stated)	-1	13
43	Cc1cc(C(=O)CSc2nncn2C)c(C)n1-c1ccccc1	-17	10
44	C/C(=N\NC(=O)c1ccccc1F)c1cccc(NC(=O)c2ccccc2)c1	2	14
45	CC(C)NS(=O)(=O)c1ccc(CCC(=O)Nc2cc(Cl)ccc2Oc2ccccc2)cc1	-9.8*	52*
46	CCN(CC)C(=O)N1c2ccccc2Sc2ccccc21	2	-21
47	O=C(NC(=S)N(CCO)Cc1ccccc1)c1cc(Br)ccc1Cl	25	-4
48	CC(C)c1cc(CN2CCN(CCC#N)CC2)cc(C(C)C)c1O	-10	1
49	CCCCCc1ccc(-c2ccc(OCC)cc2)nc1	5	-16
50	CCOc1ccc(Br)cc1S(=O)(=O)Nc1cccc(S(=O)(=O)N2CCOCC2)c1	4	-9
51	COC(=O)c1cccc(CSc2nnc(C)s2)c1	8	-6
52	C=CCn1c(C)cc(C(=O)CSc2nnc(NCc3ccccc3)s2)c1C	2	10
53	COc1cccc(C(C)NC(=O)Nc2cccc(C(F)(F)F)c2)c1 (configuration not stated)	11	-17
54	C=CCNC(=O)c1ccc(Cn2c(=S)[nH]c3cc4c(cc3c2=O)OCO4)cc1	-9	16
55	COc1ccc(C(=O)Nc2c3c(nn2-c2cccc(Cl)c2)CS(=O)C3)cc1 (configuration not stated)	-3	9
56	Cc1ccc(C)c(NC(=O)C(OC(=O)c2cnc(C)cn2)c2ccccc2)c1 (configuration not stated)	2	15
57	O=C(Nc1nc2c(F)cccc2s1)C1CC1	-10	6
58	CCn1c(SCC(=O)Nc2cccc(F)c2)nc2c(c1=O)SC(C)C2 (configuration not stated)	-1	1
59	COc1cccc(N2CCN(C(=O)CCC(=O)c3ccc(Cl)s3)CC2)c1	4	-6
60	CC(C)C1C(=O)N(Cc2cn(Cc3ccco3)nn2)CCS(=O)(=O)N1Cc1ccc(-c2cccc(N(C)C)c2)cc1 (configuration not stated)	-10	-1

# Rewritten with two lines to a compound: entries from further up
# Fields: TAG inh DAPI viability	TAG inh
23: CCOC(=O)NC(NCc1ccccc1Cl)(C(F)(F)F)C(F)(F)F
  -3	16
24: COCCn1ccc2c(OCC(=O)NCCc3ccccc3)cccc2c1=O
  -6	19
25: CCOC(=O)c1c(Nc2ccccc2OCCOC)n[nH]c1C
  -4	-3
26: CC1(C)CC(=NOC(=O)c2ccccc2)CC(C)(C)N1O
  -4	6

# Next part
No.	structure	TAG inh DAPI viability	TAG inh
61	COc1ccc(OC)c(NC(=O)C23CCC(C)(C(=O)C2)C3(C)C)c1 (configuration not stated)	-12	6
62	COc1ccccc1C1=NOC(C)(c2sc(-c3ccc(Cl)cc3)nc2C)C1 (configuration not stated)	5	-9
63	CC(C)C[C@H](NC(=O)[C@@H]1O[C@H]1C(=O)O)C(=O)NCCCCN=C(N)N	-8	-6
64	COc1cc(Cl)c(C)cc1NC(=O)CSc1ccccc1	-14	-23
65	CC(=O)Nc1cc(-c2cccc(C(=O)NCCN(C)C)c2)cn2c(-c3ccc(F)c(Cl)c3)cnc12	15	4
66	CC(=O)N1CCN(Cc2nc3cc(Cl)ccc3c(=O)[nH]2)CC1	2	9
67	CCC(CO)Oc1cc(NCc2ccc(OC)cc2)c2ncn(C(C)C)c2c1 (configuration not stated)	7	4
68	Oc1ccc(NCc2cccc(OCc3ccc(F)cc3)c2)cc1	3	0
69	Nc1nc2c(ncn2C2CCCC2)c(=O)[nH]1	-1	-2
70	CN(Cc1ccco1)C(=O)C1CCC(=O)N(CCc2cccc(F)c2)C1 (configuration not stated)	1	-20
71	CN(C(=S)NC(=O)/C=C/c1ccc(F)cc1)C1CCCCC1	-10	-2
72	CCc1noc(C)c1C(=O)Nc1ccc(C(F)(F)F)cc1	-16	15
73	C/C(=N/NS(=O)(=O)c1ccc(Br)cc1)c1cccc(NC(=O)C2CC2)c1	12	-9
74	COc1cccc(/C=C2\SC(=S)N(C(C(=O)O)c3ccccc3)C2=O)c1OC (configuration not stated)	-1	2
75	CCN(C(=O)CSc1nc(N)cc(=O)[nH]1)c1c(N)n(Cc2ccccc2)c(=O)[nH]c1=O	-3	5
76	O=c1[nH]c(C2CCN(S(=O)(=O)c3ccccc3)CC2)nc2c1nnn2Cc1ccccc1	-8	16
77	NC(Cc1ccc(C(F)(F)F)cc1)c1csc(Nc2cnccn2)n1 (configuration not stated)	19	10
78	Cc1ccc2c(C)c(C(=O)N3CCCC(C(N)=O)C3)oc2c1C (configuration not stated)	0	14
79	CNC(CC(C)C)C(=O)NC1C(=O)NC(CC(N)=O)C(=O)NC2C(=O)NC3C(=O)NC(C(=O)NC(C(=O)O)c4cc(O)cc(O)c4-c4cc3ccc4O)C(O)c3ccc(c(Cl)c3)Oc3cc2cc(c3OC2OC(CO)C(O)C(O)C2OC2C[C@](C)(N)C(O)C(C)O2)Oc2ccc(cc2Cl)C1O (some centres not stated)	3	6
80	CCOc1ncccc1C(=O)NNC(=O)c1cccc(S(=O)(=O)Nc2ccc(OC)cc2)c1	2	16

# Complete entries from above. Order of screens: TAG inh DAPI viability | TAG inh
# COc1ccccc1C1=NOC(C)(c2sc(-c3ccc(Cl)cc3)nc2C)C1 (configuration not stated) is listed with 5 | -9
# COc1cccc(/C=C2\SC(=S)N(C(C(=O)O)c3ccccc3)C2=O)c1OC (configuration not stated) is listed with -1 | 2
# Oc1ccc(NCc2cccc(OCc3ccc(F)cc3)c2)cc1 is listed with 3 | 0

# (listing goes on)
No.	structure	TAG inh DAPI viability	TAG inh
81	CCCC(C)C(=O)Nc1cccc(NC(C)=O)c1 (configuration not stated)	2	17
82	O=C(Nc1nc(-c2ccco2)c(-c2ccco2)s1)C1CC(=O)N(c2ccc3c(c2)OCCO3)C1 (configuration not stated)	14	14
83	CN1C(=O)[C@H]2[C@@H](c3ccc(C(F)(F)F)cc3)N[C@]3(CCCN(Cc4ccc(Cl)cc4)C3=O)[C@H]2C1=O	13	-11
84	CCc1ccc(Nc2cc(=O)n(C3CCCCC3)c(=O)[nH]2)cc1	-7	20
85	CCC1(c2ccccc2)NC(=O)N(CC#N)C1=O (configuration not stated)	7	-15
86	COc1ccc(C(=O)Nc2nc(-c3cccs3)c(NC(C)=O)s2)cc1	-6	20
87	CCOC(=O)c1cccc(N2C(=O)C3C(C(=O)NC4CC4)C4(C)C=CC3(O4)C2C(=O)NC(C)(C)C)c1 (configuration not stated)	-14	11
88	CCOC(=O)C1(CCOc2ccccc2)CCN(Cc2nccn2CC)CC1	-5	3
89	Cn1c(N)cc(=O)[nH]c1=S	10	-11
90	CC(Cc1cccnc1)NC(=O)CCc1nnc(-c2ccccc2)o1 (configuration not stated)	-3	18
91	CCOC(=O)C1(Cc2ccccc2)C(=O)Nc2ccccc21 (configuration not stated)	4	-15
92	O=C(Nc1cccnc1)c1sc2cccc(F)c2c1Cl	4	-3
93	CN1C(=O)/C(=C/C=C2\SCCN2C)OC1=S	0	6
94	Nc1cc2c(cc1C(=O)c1cccc(Br)c1)OCCO2	9	-5
95	Oc1ccc(/C=N/NC(=S)Nc2cccnc2)c(O)c1O	-1	1
96	CC(=O)c1ccc(NC(=O)COC(=O)C2CCN(S(=O)(=O)c3cccs3)CC2)cc1	-6	6
97	CC1(C)Cc2nc3sc(C(=O)NCCO)c(N)c3cc2CO1	-4	1
98	CC(NC(=O)COC(=O)c1ccccc1O)C1CC2CCC1C2 (configuration not stated)	-5	-3
99	COC(=O)c1cc(C(=O)OC)cc(-n2c(C)cc(C=O)c2C)c1	5	9
100	CSc1ccccc1OCc1cc(C(=O)NC2CCOC(C)(C)C2)no1 (configuration not stated)	1	8
101	CC1Oc2ccc(C#N)cc2N(Cc2ccccc2OC(F)(F)F)C1=O (configuration not stated)	-6	7
102	C#CCOCCOCCOCCNc1nc(N2CCN(C(=O)[C@H](CCCCN)n3cc(CN)nn3)CC2)nc(N2CCN(C(=O)[C@H](CCC(=O)O)n3cc([C@@H](N)[C@H](C)CC)nn3)CC2)n1	14	-3
103	COc1ccc(-c2csc(C(C)(NC(C)=O)c3ccccc3)n2)cc1 (configuration not stated)	6	-11
104	NC(=O)c1ccc(NC(=O)COC(=O)CC23CC4CC(CC(Br)(C4)C2)C3)cc1	-1	9
105	O=C(Nc1ccc(Cn2cccn2)cc1)c1ccc(COc2ccc(Br)cc2)cc1	-7	18
106	CNC(=S)Nc1cccc(S(=O)(=O)NC2=NCCC2)c1	-5	8
107	COc1ccc(NC(=O)CN(C)C(=O)c2cn(-c3ccccc3)nc2-c2cccnc2)cc1	-5	0
108	Cc1c(C(=O)NCc2ccccc2C(F)(F)F)sc(=O)n1Cc1ccc2ccccc2c1	-3	-4
109	CCOC(=O)C(=CNNc1ccccc1)C(=O)OCC	2	2
110	COCCNC(=O)CCCn1c(=O)c2cc(OC)c(OC)cc2n(CC(=O)Nc2ccc(C)c(F)c2)c1=O	-9	14
111	CCCn1c(SCC(=O)c2c(N)n(C3CC3)c(=O)[nH]c2=O)nc2cc(S(N)(=O)=O)ccc21	-3	7
112	CCC(C)N(C(=O)COC(=O)CNC(=O)c1sc2ccccc2c1Cl)C1CCS(=O)(=O)C1 (configuration not stated)	13	0
113	O=C(c1ccc([N+](=O)[O-])o1)N1CCCCCC1	-4	14
114	CC(=O)Nc1ccc(S(=O)(=O)N2CCC(N3CCCC3)CC2)cc1	8	-5

# Not all compounds are listed; rates above refer to the full screens.
